# KDM5B inhibitor – Primary screen for KDM5B Histone Demethylases FDH-coupled qHTS. Lysine-specific demethylase 5B (Homo sapiens), Q9UGL1. KDM5B demethylase, FDH-coupled NADH fluorescence (FDH is formaldehyde dehydrogenase). Potency, µM (highest dose often 57.7 µM), for the others: at the top dose activity change, negative = inhibition, actives largely listed as inhibitors. 220,000 tested, 2.6% active. AID 1347165, 2019; active means well fitted inhibition curve with a large enough effect; inconclusive means small, poorly fitted or top-dose-only effect; inactive means no such curve, though single readings can be large or run the other way; further: 0% is about no effect; nearly all actives have a fitted effect of over 70% in size
# Target sequence (Q9UGL1 whole entry, looked up): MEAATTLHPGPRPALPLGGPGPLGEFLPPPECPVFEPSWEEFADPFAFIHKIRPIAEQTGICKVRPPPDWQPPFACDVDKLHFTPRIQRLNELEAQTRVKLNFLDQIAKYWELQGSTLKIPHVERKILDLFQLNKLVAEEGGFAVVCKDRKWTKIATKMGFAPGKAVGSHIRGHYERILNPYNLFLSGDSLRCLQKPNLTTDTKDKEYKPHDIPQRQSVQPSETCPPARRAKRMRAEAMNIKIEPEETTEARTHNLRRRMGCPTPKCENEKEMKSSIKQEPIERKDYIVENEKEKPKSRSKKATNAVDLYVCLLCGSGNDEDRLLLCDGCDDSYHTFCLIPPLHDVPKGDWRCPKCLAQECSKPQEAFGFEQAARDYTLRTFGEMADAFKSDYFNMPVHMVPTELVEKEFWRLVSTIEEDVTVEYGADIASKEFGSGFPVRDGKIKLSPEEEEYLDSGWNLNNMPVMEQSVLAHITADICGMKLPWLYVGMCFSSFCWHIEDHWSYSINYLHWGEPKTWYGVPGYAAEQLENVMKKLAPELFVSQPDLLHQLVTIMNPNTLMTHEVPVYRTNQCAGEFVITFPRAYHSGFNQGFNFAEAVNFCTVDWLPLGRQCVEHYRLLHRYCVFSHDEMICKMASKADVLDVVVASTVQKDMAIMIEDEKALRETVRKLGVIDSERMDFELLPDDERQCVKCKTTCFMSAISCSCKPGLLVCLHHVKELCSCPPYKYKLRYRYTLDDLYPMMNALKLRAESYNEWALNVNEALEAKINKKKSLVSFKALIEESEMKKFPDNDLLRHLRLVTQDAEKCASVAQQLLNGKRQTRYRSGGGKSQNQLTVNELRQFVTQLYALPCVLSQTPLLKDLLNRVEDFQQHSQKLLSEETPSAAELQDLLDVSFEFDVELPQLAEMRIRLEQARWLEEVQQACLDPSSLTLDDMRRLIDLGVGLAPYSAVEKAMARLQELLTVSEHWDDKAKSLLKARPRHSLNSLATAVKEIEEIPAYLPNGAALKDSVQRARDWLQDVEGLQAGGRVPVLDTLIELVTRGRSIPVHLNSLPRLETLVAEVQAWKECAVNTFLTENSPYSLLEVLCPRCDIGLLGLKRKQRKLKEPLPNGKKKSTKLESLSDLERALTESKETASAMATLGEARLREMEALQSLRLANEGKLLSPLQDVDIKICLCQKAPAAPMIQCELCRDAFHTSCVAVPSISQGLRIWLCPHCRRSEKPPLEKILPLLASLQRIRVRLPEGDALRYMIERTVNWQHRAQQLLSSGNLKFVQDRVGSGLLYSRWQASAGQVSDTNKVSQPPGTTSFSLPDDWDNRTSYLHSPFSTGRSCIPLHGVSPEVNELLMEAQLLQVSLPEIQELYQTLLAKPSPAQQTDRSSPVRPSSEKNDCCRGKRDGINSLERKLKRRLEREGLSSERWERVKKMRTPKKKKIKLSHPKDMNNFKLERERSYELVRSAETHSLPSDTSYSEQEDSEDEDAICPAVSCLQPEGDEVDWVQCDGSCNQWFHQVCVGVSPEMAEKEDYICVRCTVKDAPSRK
#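 Inhibition is measured as reduced NADH fluorescence generation from FDH coupling to formaldehyde release. Truncated KDM5BΔAP at 200 nM final acts on H3K4me3 peptide (12.5 µM in substrate mix) in pH 7.5 HEPES buffer with Tween-20, 30 min, room temperature.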
# The depositor's hits bear a star; ? = inconclusive; [ ] = dose if it differs, or a comment. Potency means the concentration at half of the fitted maximal effect. A portion of the library; rates above refer to the full screens.
# Sample of the layout:
smiles	KDM5B inhibitor
CCN(CC)C(=O)c1ccccc1NS(=O)(=O)c1cccs1	24%
CCCn1nc(C(=O)NCc2ccc3c(c2)OCO3)c2ccccc2c1=O	5%
O=C(NCc1cccnc1)c1ccc(CN2C(=O)CCn3nccc32)cc1	7%

# This part in full, repeating the preview:
smiles	KDM5B inhibitor
CCN(CC)C(=O)c1ccccc1NS(=O)(=O)c1cccs1	24%
CCCn1nc(C(=O)NCc2ccc3c(c2)OCO3)c2ccccc2c1=O	5%
O=C(NCc1cccnc1)c1ccc(CN2C(=O)CCn3nccc32)cc1	7%
Cc1ccc(Nc2cc(C)nc3c(C)c(C)cc([N+](=O)[O-])c23)cc1	24%
O=C1NCCCc2[nH]c(-c3cc(-c4cccc(F)c4)no3)nc21	?
COCCn1cnnc1SCC(=O)c1c[nH]c2ccccc12	16%
Cc1ccc(NC(=O)CN2CCN(C(=O)CCNS(=O)(=O)c3ccc4ccccc4c3)CC2)cc1	4%
COc1ccc(-c2noc(-c3cccnc3N3CCN(c4ccc(OC)cc4)CC3)n2)cc1	?
CCC(=O)N1CCC(OC2CCN(Cc3cccnc3)CC2)CC1	4%
Fc1c(Cl)cccc1Nc1ncncc1-c1nc(-c2ccccc2)no1	8%
CC(C)(C)C(=O)Nc1nc2c(s1)C[C@@H]1[C@](C)(CO)[C@H](O)CC[C@@]1(C)[C@@H]2CC(=O)NCCN1CCOCC1	-12%
Cc1ccc(C2Cn3nnc(-c4noc(CNC(=O)c5ccccc5)n4)c3CO2)cc1 (stereo unspecified)	3%
CC(C)(C)c1nc(Cn2c(=O)c(C#N)cn(C3CC3)c2=O)no1	7%
CCOc1ccc(NC(=O)Cn2c(=O)cc(C)c3c(C)nn(-c4ccc(CC)cc4)c32)cc1	11%
Cc1cccc(NS(=O)(=O)c2ccc(-n3cccn3)cc2)c1C	-2%
Cc1ccc(S(=O)(=O)NC[C@H]2OC[C@@H](NCc3cccnc3)[C@@H]2O)cc1	-8%[86.2 µM]
Cc1ccc(C)c(S(=O)(=O)N2CCC(CC(=O)NCc3ccccc3)C2)c1 (stereo unspecified)	-1%
Cc1cccc(NC(=O)c2oc3ccccc3c2NC(=O)c2cc(=O)c3cc(C)ccc3o2)c1	-29%
Cc1c(C(=O)C(=O)N(Cc2ccccc2)C(C)C)c2ccccc2n1C	-11%
O=C(Nc1ccc(N2CCOCC2)cc1)c1ccc(S(=O)(=O)NCc2ccco2)cc1	0%
NC(=O)COc1ccc(C(=O)N[C@@H]2CN(Cc3ccccn3)CCC[C@H]2O)cc1	32µM*
Fc1ccc(-c2nc(Nc3cccc(C(F)(F)F)c3)nc3c2COc2ccccc2-3)cc1	?
CN(CCO)C(=O)COc1cc(O)c2c(=O)cc(-c3ccccc3)oc2c1	-7%
CC(=O)Nc1cccc(C(=O)N2CCCN(c3cc(-c4ccc(C)c(C)c4)[nH]n3)CC2)c1	-12%
O=C(Nc1ccc2c(c1)OCCO2)c1nn(-c2ccccc2)c(=O)c2ccccc12	12%
COc1ccccc1N1CCN(C(=O)c2ccc3c(c2)N(Cc2cc(C)ccc2C)C(=O)c2ccccc2S3(=O)=O)CC1	?
COc1cc2c(cc1OC)C(C)N(C(=O)c1c(C)noc1C)CC2 (stereo unspecified)	30%
COC[C@H]1C[C@@H](NC(=O)Nc2cccc(F)c2)[C@H](O)[C@@H]1O	22%[86.2 µM]
O=C(NCCCc1ccncc1)C1CC12CCN(C(=O)c1cccc(C(F)(F)F)c1)CC2 (stereo unspecified)	-8%
COCCc1nncn1C1CCN(C(=O)c2cc(F)cc(F)c2)CC1	-4%
Cc1ccc(C)c(N2CCN(C(=O)C3CCN(c4nc5ccc(C)cc5[nH]4)CC3)CC2)c1	-1%
Cc1ccc(Cn2c(Oc3ccc(F)cc3)nc3c2c(=O)n(C)c(=O)n3C)cc1	19%
CC(NC(=O)c1cccs1)c1ccc2c(c1)NC(=O)CO2 (stereo unspecified)	17%
Brc1ccc(-c2cn3cc(Cc4ccccc4)sc3n2)cc1	-14%
Cc1nnc(C2CCCCCN2C(=O)c2nn(C)c3ccccc23)o1 (stereo unspecified)	-5%
COC(=O)[C@H](CC(C)C)NC(=O)Nc1ccc(OC)c(Cl)c1	2%
CC(C)c1ccccc1NC(=O)N1CCOC(C(F)(F)F)C1 (stereo unspecified)	-12%
CCOCC(=O)N1CCCn2cc(-c3ccccc3)nc21	?
COCCc1nc2ccc(C(=O)N(C)Cc3cccc(-n4cccn4)c3)cc2o1	-1%
COc1ccc(Cl)cc1NC(=O)CN1C(=O)COc2ccc(S(=O)(=O)NC3CCCC3)cc21	?
Cc1cc(C)c(S(=O)(=O)N2CCCC2c2cc(C(C)C)on2)c(C)c1 (stereo unspecified)	0%
CC(C)CN(CC1CN(C(=O)NCc2ccccc2)CCO1)C(=O)c1ccc2c(c1)OCO2 (stereo unspecified)	-8%
C=CCNC(=O)NC(=O)CN(CC)c1cc(C)ccc1C	-2%
S=C(NCCSc1ccc(Cl)cc1)Nc1ccccc1	-21%
COc1ccc(NC(=O)CCS(=O)(=O)c2ccc3c(c2)n(C)c(=O)c(=O)n3C)cc1Cl	2%

# Overlap with the part before: 6 compounds, then new ones.
smiles	KDM5B inhibitor
COc1ccc(Cl)cc1NC(=O)CN1C(=O)COc2ccc(S(=O)(=O)NC3CCCC3)cc21	?
Cc1cc(C)c(S(=O)(=O)N2CCCC2c2cc(C(C)C)on2)c(C)c1 (stereo unspecified)	0%
CC(C)CN(CC1CN(C(=O)NCc2ccccc2)CCO1)C(=O)c1ccc2c(c1)OCO2 (stereo unspecified)	-8%
C=CCNC(=O)NC(=O)CN(CC)c1cc(C)ccc1C	-2%
S=C(NCCSc1ccc(Cl)cc1)Nc1ccccc1	-21%
COc1ccc(NC(=O)CCS(=O)(=O)c2ccc3c(c2)n(C)c(=O)c(=O)n3C)cc1Cl	2%
COc1ccc(C(=O)N[C@@H](Cc2ccccc2)C(=O)N2CCCOCCNC(=O)CC2)cn1	6%
FC(F)(F)c1cccc(Nc2nc3nonc3nc2Nc2ccc(Cl)cc2)c1	-15%
N#C/C(=N\Nc1cccc(C(F)(F)F)c1)C(=O)c1csc(-c2cccnc2)n1	-12%
Cc1nc2cc(NC(C)C(=O)Nc3ccc(C(C)(C)C)cc3)ccc2o1 (stereo unspecified)	?
Cc1cc(=O)oc2cc(OCC(=O)NCC3(N(C)C)CCCCCC3)ccc12	?
O=C(Cn1ccn2nc(-c3ccc(Cl)cc3)cc2c1=O)Nc1ccc(Br)cc1F	7%
CCN(CC)S(=O)(=O)c1ccc2c(c1)N(CC(=O)N1CCN(c3cc(Cl)ccc3C)CC1)C(=O)CO2	0%
CSc1cccc(NC(=O)c2cc(Br)ccc2Cl)c1	7%
CC(C)C[C@H]1COc2cccc(F)c2S(=O)(=O)N1Cc1cn(Cc2ccc(Cl)cc2)nn1	-2%
CCN(C(=O)C(=O)c1c[nH]c2ccccc12)c1cccc(Cl)c1	4%
O=C(NCc1nnc2ccc(-c3ccccc3)nn12)c1ccc[nH]1	10%
CC(C)c1nc2ccc(C(=O)NC(C)c3ccccc3)cc2o1 (stereo unspecified)	-4%
COc1ccc(CC(=O)Nc2ccc(N3CCC(NCCc4c(C)n[nH]c4C)CC3)cc2)cc1	8%
Cc1ccc(CNC(=O)CCCCn2c(=O)c3ccccc3n(Cc3ccc(C)cc3)c2=O)cc1	17%
COc1cccc(-c2cc(C(=O)NCc3cccnc3)c3c(c2)N(C)CCO3)c1OC	35µM*
COc1ccc(-c2nc(C3CC3)nc3c2CCN([S+](=O)([O-])c2ccccc2)CC3)cc1	-5%[115 µM]
O=C(COc1c(I)cc(Cl)c2cccnc12)N1CCC1	-6%
Cc1ccc(CSc2nc3ccccc3c(=O)n2C)cc1	-3%
Cc1ccsc1CN(C(=O)c1cc(=O)c2cc(Cl)ccc2o1)C1CCS(=O)(=O)C1 (stereo unspecified)	-14%
CC(c1nc(C(C)(C)C)no1)N1CCN(c2oc(C3CC3)nc2C#N)CC1 (stereo unspecified)	15%
CC1=C(C(=O)Nc2ccccc2)C(c2cccs2)n2nc(-c3ccccc3)nc2N1 (stereo unspecified)	-5%
Cc1ccc(O[C@H]2CCOC[C@H]2NC(=O)CCN2CCCCO2)cn1	13%
COc1ccccc1N(CC(=O)N/N=C/c1ccccc1C(=O)O)S(C)(=O)=O	17%
CCOc1ccc(N=C2SCCCN2C(=O)c2c(CC)noc2C)cc1	8%
Cc1cc(NC(=O)Cn2c(=O)c(-c3noc(C)n3)c3n(c2=O)CCCCC3)no1	14%
c1ccc(-n2ncc3c(Oc4cccnc4)ncnc32)cc1	-4%
Cc1ccc(NC(=O)CSC(C)C(=O)Nc2cc(C)on2)cc1 (stereo unspecified)	15%
CONC(=O)c1ccc(C(F)(F)F)nc1C	-5%
COc1cc(-c2ccnc3nc(CCc4ccccc4)nn23)cc(OC)c1OC	14µM*
CC(C(=O)NCC1CCCCC1)n1cnc2c1c(=O)n(C)c(=O)n2C (stereo unspecified)	-8%
O=C(COc1ccc(F)cc1Cl)Nc1ncn[nH]1	5%
CCCc1noc(-c2nc(-c3ccc(OC)c(OC)c3)no2)n1	-6%
COc1ccc(Cl)cc1S(=O)(=O)N1CCCC(Cn2c(C)nc3cccnc32)C1 (stereo unspecified)	-9%
O=Cc1cccc(-c2ccc(OC(F)(F)F)cc2)c1	-29%[149 µM]
COCCNC(=O)C1CCN(C(=O)N2CC3CC(C2)[C@H]2CCCC(=O)N2C3)CC1 (stereo partly specified)	7%
Cn1c(SCc2ccc(F)cc2)nnc1-c1cc2ccccc2o1	-12%
c1ccc2c(c1)Cc1cc(-n3cccc3)ccc1-2	-16%
O=C(NCC1CCN(Cc2ccccn2)C1)Nc1ccccc1Cl (stereo unspecified)	?
CC(=O)c1c(C)[nH]c(C(=O)C(C)OC(=O)c2ccccc2)c1C (stereo unspecified)	6%
Cc1ccc(C2Cn3nnc(-c4nc(-c5ccc(C(F)(F)F)cc5)no4)c3CO2)c(C)c1 (stereo unspecified)	-8%
CC1=NS(=O)(=O)N(Cc2ccccc2)C=C1C(=O)OCc1nc(-c2ccccc2F)no1	-21%
CN1C[C@H](C(=O)Nc2ccccc2)C[C@H]1c1cccc(C(F)(F)F)c1	-16%[86.2 µM]
O=C(O)C(c1c[nH]c2cc(Cl)ccc12)N1CCN(CCOc2ccc(Cl)cc2)CC1 (stereo unspecified)	1%
O=C1NCCCCCCN(Cc2ccncc2)[C@@H]2CN(C(=O)Nc3ccc4c(c3)OCCO4)CC[C@H]12	-8%
COc1ccc(O)c(C(=O)OCc2nc(N)c3ccccc3n2)c1	?
Cc1cc(=O)n(CC(=O)NCc2cccs2)c(N(C)Cc2ccccc2)n1	-30%
CN(CC1(C)CCOCC1)C(=O)c1ccc2cc[nH]c2c1	-28%
CCC(C)NC(=O)N1CCC2(CC1)Nc1cc(F)ccc1-n1cccc12 (stereo unspecified)	4%
O=C1NC2(CCN(C(=O)c3ccc4c(c3)OCO4)CC2)Oc2ccccc21	-18%
Cc1ccc2c(c1)C(=O)OC(C(=O)Nc1ncc(Cc3ccccc3Cl)s1)C2 (stereo unspecified)	-13%
O=S(=O)(c1cccnc1)N1CC(c2nc(CCOCC3CCOCC3)no2)C1	1%
CCCCn1c(SCC(=O)NC2CC(C)(C)NC(C)(C)C2)nc2cc(S(N)(=O)=O)ccc21	25%
CN(Cc1ccc(-c2ccccc2)cc1)C(=O)c1ccccc1	-20%[86.2 µM]
CC1=C[C@@H](CNC(=O)c2ccccc2)[C@H](C(C)C)C[C@H]1CC(=O)N1CCOCC1	16%[86.2 µM]
CC(=O)NCC(=O)N1Cc2ccccc2CC2(CCCN2Cc2cccnc2)C1 (stereo unspecified)	-25%[115 µM]
CN(c1ccccc1)S(=O)(=O)c1ccc(NC(=O)c2ccccc2C(=O)O)cc1	25%
CCOc1ccc(NC(=O)c2ccc(NC(=O)CCS(=O)(=O)c3cccs3)cc2)cc1	?
Clc1ccc(-n2ncc3c(NC4CCCC4)ncnc32)cc1	?
O=c1[nH]c(C2CCN(Cc3ccc(OC(F)(F)F)cc3)CC2)nn1Cc1ccccc1	13%
Cc1ccc2oc3c(c(=O)c2c1)C1(C(=O)N(C)c2ccccc21)N(CCCO)C3=O (stereo unspecified)	-9%

# Later entries
smiles	KDM5B inhibitor
CC1CCN(C(=O)CCNc2c(-c3ccc(F)cc3)nc3cnccn23)CC1	32µM*
Cc1ccc(NC(=O)c2ccc3snnc3c2)cc1Cl	?
CC(NC(=O)COc1ccc(F)cc1)C(=O)N1CCN(c2ccccn2)CC1 (stereo unspecified)	28µM*
CCOC(=O)c1cn2nc(Oc3ccccc3)ccc2n1	-1%
CCN1CCN(c2c(S(=O)(=O)c3ccccc3)cnc3ccc(Cl)cc23)CC1	-21%
Cc1ccccc1NC(=O)CSc1nc2ccc(NC(=O)c3ccco3)cc2s1	?
CCCc1cc(=O)oc2cc(C)c3c(-c4cccc(OC)c4)coc3c12	9%
CCC1(C)Cc2c(sc3nc(SC)nc(N4CCCCC4)c23)CO1 (stereo unspecified)	12%
O=C(N[C@H]1C[C@H]2C(=O)NC[C@@H](CCC(=O)N3CCCCC3)N2C1)c1ccc(F)c(Cl)c1	-31%
Cc1ccc(SCC(=O)c2ccc(S(C)(=O)=O)cc2)cc1	?
